Spn MK inh = S. pneumoniae mevalonate kinase inhibition. purified MK, PK/LDH-coupled NADH absorbance 340 nm. inhibition, % at 10 µM. AID 555. actives 0.48% (n = 65,000);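 active means ranked among the strongest by inhibition in the single 10 µM screen, a fixed top-ranked set picked for dose follow-up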; further: no value below 0 was filed
LYP inhibition = LYP phosphatase inhibitors, primary screen, biochemical, DiFMUP fluorescence, recombinant catalytic domain, 10 µM (AID 606); recombinant LYP catalytic domain, DiFMUP fluorescence; higher % means a stronger effect; 52,000 tested, under 10 active; inhibition, % at 10 µM, or IC50 in µM where a hit was titrated;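 active means IC50 under 40 µM in the dose-response test; inactive means IC50 of 40 µM or more, or never dose-tested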
HPDE-C7K KRASV12 = viability loss of HPDE-C7K cells – cell-based, fluorescence, HTS, primary screen (AID 431); cytotoxicity, % at 10 µM, or EC50 in µM where a hit was titrated; actives 1.7% (n = 63,000); HPDE-C7K KRASV12 cells, Alamar Blue viability, 48 h; higher % means a stronger effect;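 active means compounds whose percent cytotoxicity in the single-dose primary screen, scaled between solvent and toxic-drug controls, exceeds 50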;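 further: 0% = DMSO solvent wells and 100% = doxorubicin-treated wells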
TNAP inhibition = human TNAP enzyme inhibitors, biochemical, luminescent (AID 518); purified TNAP enzyme, luminescent substrate readout; higher % means a stronger effect; inhibition, % at 20 µM; hits with a dose series show IC50 in µM; actives 0.09% (n = 64,000); in the data active means a potency from the dose series; inactive means the rest, 99 in 100 with inhibition below about 22%;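 further: plate controls were vehicle for no effect and reference inhibitor for full effect; many of its hits are not listed in these tables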
Spn PMK inh = inhibitors of Streptococcus pneumoniae phosphomevalonate kinase. purified PMK, PK/LDH-coupled NADH absorbance 340 nm. inhibition, % at 10 µM. actives 0.49% (n = 65,000);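 active means top-ranked compounds by inhibition in the single 10 µM screen, taking a fixed number of the strongest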;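 further: 0% = full reaction with DMSO carrier and 100% = background rate without enzyme reaction; no value below 0 was filed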
HT1080 cytotoxicity = HT1080 cell viability loss – fluorescence readout (AID 620) | HT1080 viability, fluorescence; higher % means a stronger effect | one-dose cytotoxicity, % at 10 µM; EC50 in µM for titrated hits | actives 0.42% (n = 87,000);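 further: cells exposed to compound overnight then 4 h with Alamar Blue; 0% = vehicle DMSO and 100% = killing control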
HPDE-C7 viability = cytotoxicity in HPDE-C7 cells, cell-based, fluorescence, HTS (AID 430); HPDE-C7 pancreatic duct cells viability, fluorescence; higher % means a stronger effect; actives 1.8% (n = 63,000); cytotoxicity, % at 10 µM; hits with a dose series show EC50 in µM;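 further: cells exposed to compound for 48 hours before viability readout; 0% = vehicle and 100% = reference cytotoxic drug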
Spn DPM-DC inh = blocks S. pneumoniae diphosphomevalonate decarboxylase. purified DPM-DC, PK/LDH coupled NADH fluorescence. calls only at 10 µM. actives 0.49% (n = 65,000);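 active means the 320 compounds with the highest percent inhibition in the single-dose primary screen, excluding strongly autofluorescent ones, cut at about 32% in these data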;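 further: kinetic rate of NADH fluorescence loss reporting ADP formed by the decarboxylase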
Bfl-1 inhibitors = displacement of Bid BH3 peptide from Bfl-1 – biochemical, fluorescence polarization, FITC-Bid, mouse, primary screen (AID 432) | actives 0.02% (n = 64,000) | one-dose displacement, % at 20 µM; IC50 in µM for titrated hits | FITC-Bid BH3 peptide fluorescence polarization displacement; higher % means a stronger effect; in the data active means a potency from the dose series; inactive means the rest, 99 in 100 with displacement below about 15%; further: strong numbers were not always called active
Spn PMK inh pilot replicates = further read-out of Spn PMK inh, marked with its call; inhibition, %; measured here: pilot screen replicates
Spn MK inh pilot replicates = further read-out of Spn MK inh, marked with its call; inhibition, %; measured here: pilot screen replicates
Spn DPM-DC inh pilot screen % = second read-out of Spn DPM-DC inh, no call of its own (marks repeat the call); inhibition, %; measured here: pilot screen trials
* marks the source's active call; other numbers are inactive results; i = inactive; / = not tested or not shown. Unless noted, no stated cut-off is given here; in the data, active means cytotoxicity above about 50%; inactive means the rest.

SMILES	Spn MK inh	LYP inhibition	HPDE-C7K KRASV12	TNAP inhibition	Spn PMK inh	HT1080 cytotoxicity	HPDE-C7 viability	Spn DPM-DC inh	Bfl-1 inhibitors	others
Cc1nc2cc(CO)ccc2n1C	8	/	16%	7%	16	/	3%	i	-3%	Spn PMK inh pilot replicates=3.5;Spn MK inh pilot replicates=0.0;Spn DPM-DC inh pilot screen %=5.0
CC1CCCC(NC(=O)Cn2cc3c(n2)CCCCC3)C1C (stereo not given)	5	-1%	0%	3%	8	-4%	-4%	i	14%
CC(=O)Nc1ccc(S(=O)(=O)N2CCN(CCCOc3cc(C)ccc3C)CC2)cc1	10	8%	25%	7%	10	-4%	20%	i	5%
COCCN1C(=O)c2ccccc2C(C(=O)NCC2CCCO2)C1c1c[nH]c2ccccc12 (stereo not given)	0	/	5%	6%	9	3%	-1%	i	-3%
COc1ccc(-c2nnn(CC(=O)c3c[nH]c4ccccc34)n2)cc1OC	0	4%	7%	-1%	0	15%	9%	i	-11%
O=S(=O)(c1cc(Cl)ccc1Br)N1CCOCC1	3	9%	-5%	10%	0	13%	1%	i	-4%	Spn PMK inh pilot replicates=1.0;Spn MK inh pilot replicates=0.0;Spn DPM-DC inh pilot screen %=1.5
Oc1ccc(Br)cc1-c1nc2cnccn2c1NC1CCCC1	7	-7%	13µM*	1%	4	4%	17µM*	i	4%
COc1ccccc1CNC(=O)C1CCN(S(=O)(=O)c2cccc3cccnc23)CC1	10	7%	-5%	8%	0	-1%	-7%	i	-1%
COc1ccc(NC(=O)COc2ccccc2C#N)c(S(=O)(=O)N2CCCCC2)c1	0	-30%	-18%	2%	10	-9%	-3%	i	-9%
O=C(CNS(=O)(=O)c1ccc(F)cc1)N1CCN(c2ccc(F)cc2)CC1	5	6%	4%	20%	4	-4%	5%	i	-2%
CC(=O)Nc1ccc(N(C(=O)c2cnccn2)C(C(=O)NC2CCCCC2)c2ccc(O)cc2)cc1 (stereo not given)	9	8%	-16%	0%	8	-6%	0%	i	-3%
Cc1ccccc1Nc1nc(N)nc(COC(=O)c2cccn2C)n1	2	0%	15%	1%	4	2%	10%	i	-3%
Cc1c(C(=O)O)sc(=S)n1-c1ccccc1	4	10%	-7%	8%	0	-9%	3%	i	-7%
CC(C)(C)c1cnnn1-c1ccc(NC(=O)c2ccc3c(c2)OCO3)cc1	1	11%	-13%	12%	21	3%	-22%	i	-9%
O=C(CCSc1ccccc1)N1CCN(C(=O)c2ccco2)CC1	0	-11%	0%	10%	11	-6%	3%	i	-6%	Spn PMK inh pilot replicates=1.0;Spn MK inh pilot replicates=0.0;Spn DPM-DC inh pilot screen %=0.0
COc1ccc(CC/C(=N\O)C2(O)CCCCC2)cc1	16	-2%	-17%	11%	0	-4%	-24%	i	0%
Cc1ccc(CN2C(=O)CCC2C(=O)NCCN2CCOCC2)cc1 (stereo not given)	7	8%	-4%	8%	13	1%	5%	i	-4%
COC(=O)c1c[nH]n2c(=O)cc(C)nc12	1	5%	-23%	2%	16	17%	-12%	i	-2%
O=C(Nc1ccccc1)NC1(C(=O)NCc2ccc3c(c2)OCO3)CCCCC1	10	/	4%	0%	15	-14%	1%	i	-6%
COc1cc(-c2nnc(-c3ccncc3)o2)ccc1OCc1ccccc1	15	/	-8%	6%	11	2%	-4%	i	-6%
COc1ccc2c(=O)c3c(=O)n(Cc4ccco4)c(C(C)C)nc3oc2c1	13	3%	0%	14%	13	6%	-11%	i	-2%	Spn PMK inh pilot replicates=0.0;Spn MK inh pilot replicates=0.0;Spn DPM-DC inh pilot screen %=0.0
O=C(O)CCCCCNS(=O)(=O)c1c(Cl)cccc1Cl	0	13%	2%	2%	2	-6%	5%	i	-7%
CCCc1ccc(C(=O)CCC(=O)O)cc1	10	-1%	-4%	8%	0	3%	-2%	i	-3%
CC(=O)n1c2ccccc2c2nc(NC(C)C)sc21	9	5%	/	8%	8	0%	/	i	-5%
O=C(c1ccco1)N1CCN(c2ncnc3sc4c(c23)CCC4)CC1	0	0%	/	4%	0	-1%	/	i	-4%
CCN(CC)c1ccc2c(C)c(-c3ccc(N)cc3)c(=O)oc2c1	1	-11%	82%*	12%	12	2%	11%	/	-5%	Spn PMK inh pilot replicates=7.5;Spn MK inh pilot replicates=0.0
Cc1nc2sc(C(c3ccco3)N3CCC4(CC3)OCCO4)c(O)n2n1 (stereo not given)	9	2%	/	/	16	8%	/	i	/
CC(=O)c1cccc(NC(=O)NCc2ccccn2)c1	6	/	8%	19%	1	5%	6%	i	-6%	Spn PMK inh pilot replicates=9.5;Spn MK inh pilot replicates=0.0;Spn DPM-DC inh pilot screen %=0.0
CCOC(=O)/C=C1\SCC(=O)N1CC(=O)Nc1ccccc1OC(F)F	0	3%	6%	2%	1	-6%	2%	i	-12%
CCCCNC(=O)CSc1nc2ccc(N3CCOCC3)cc2c(=O)n1CCc1ccccc1	10	6%	-4%	10%	10	1%	-15%	i	-2%	Spn PMK inh pilot replicates=2.0;Spn MK inh pilot replicates=3.0;Spn DPM-DC inh pilot screen %=22
O=C(NCCc1ccccc1)c1cccnc1N1CCCCCC1	8	-21%	-4%	12%	5	-2%	-10%	i	0%
Cc1nc(CSc2nc3[nH]ncc3c(=O)n2-c2ccccc2)cs1	11	4%	7%	-3%	0	-2%	4%	i	4%
COc1ccc(S(=O)(=O)N2CCN(S(=O)(=O)c3ccc(C(F)(F)F)cc3)CC2)cc1C	9	/	-3%	9%	16	2%	-2%	i	-4%
COC(=O)Cn1c(CN2CCC(Cc3ccccc3)CC2)nc2c1c(=O)n(C)c(=O)n2C	4	2%	/	/	16	-6%	/	i	/
CC1(C)CC(CCNC(=O)c2ccc(-n3cnnn3)cc2)CC(C)(C)N1	0	-5%	-8%	10%	4	24%	-4%	i	-5%
NC(=O)CCCCC(=O)OCCCc1cccs1	3	/	4%	6%	12	-10%	4%	i	-7%
CC12CCCCC1c1ccccc1C(=NCC(=O)O)N2 (stereo not given)	2	1%	-15%	8%	13	23%	-16%	i	-7%
CC(=O)NCCn1c(SCc2ccccc2F)nc2ccccc2c1=O	2	-5%	4%	14%	13	-6%	-14%	i	0%
COc1ccc(NC(=O)C2CCCN(S(=O)(=O)c3cccc4cccnc34)C2)cc1 (stereo not given)	4	16%	2%	15%	8	-4%	-12%	i	-1%
COc1ccc(NC(=O)CN2c3cccc4cccc(c34)S2(=O)=O)cc1	0	-4%	7%	9%	13	20%	0%	i	-3%

5 structures out of the list, sorted by heavy-atom count, descending.
SMILES	Spn MK inh	LYP inhibition	HPDE-C7K KRASV12	TNAP inhibition	Spn PMK inh	HT1080 cytotoxicity	HPDE-C7 viability	Spn DPM-DC inh	Bfl-1 inhibitors	others
COc1ccc(NC(=O)CN2c3cccc4cccc(c34)S2(=O)=O)cc1	0	-4%	7%	9%	13	20%	0%	i	-3%
Cc1ccc(CN2C(=O)CCC2C(=O)NCCN2CCOCC2)cc1 (stereo not given)	7	8%	-4%	8%	13	1%	5%	i	-4%
O=C(CCSc1ccccc1)N1CCN(C(=O)c2ccco2)CC1	0	-11%	0%	10%	11	-6%	3%	i	-6%	Spn PMK inh pilot replicates=1.0;Spn MK inh pilot replicates=0.0;Spn DPM-DC inh pilot screen %=0.0
CC1CCCC(NC(=O)Cn2cc3c(n2)CCCCC3)C1C (stereo not given)	5	-1%	0%	3%	8	-4%	-4%	i	14%
COc1ccc(CC/C(=N\O)C2(O)CCCCC2)cc1	16	-2%	-17%	11%	0	-4%	-24%	i	0%

Going on with the list:
SMILES	Spn MK inh	LYP inhibition	HPDE-C7K KRASV12	TNAP inhibition	Spn PMK inh	HT1080 cytotoxicity	HPDE-C7 viability	Spn DPM-DC inh	Bfl-1 inhibitors	others
Cc1nnc(Sc2nc3c(c(=O)[nH]c(=O)n3C)n2CCc2ccccc2)s1	0	4%	-8%	6%	15	/	-11%	i	3%
CCOC(=O)N1CCN(C(=O)CN(c2ccc(C)cc2)S(=O)(=O)c2c(C)noc2C)CC1	0	3%	-20%	5%	21	-5%	-18%	i	7%	Spn PMK inh pilot replicates=0.5;Spn MK inh pilot replicates=0.0;Spn DPM-DC inh pilot screen %=2.5
O=C(c1c(F)c(F)c(F)c(F)c1F)N1CCN(c2cccc(C(F)(F)F)c2)CC1	8	9%	-2%	1%	6	11%	1%	i	-10%
O=C(NCc1ccco1)C1CCC(N2C(=O)c3ccccc3C2=O)CC1 (stereo not given)	1	-11%	-12%	6%	0	3%	-6%	i	-1%
COc1ccc(N2CCN(c3oc(-c4ccccc4OC)nc3C#N)CC2)cc1	18	/	22%	9%	15	27%	24%	i	-2%
COc1ccc(CN2CCN(C(=O)c3cc(OC)c(OC)c(OC)c3)CC2)cc1OC	62*	-11%	-6%	12%	0	/	-11%	i	-9%
CCOC(=O)C1=C(C)N(C)C(=O)NC1c1ccc(C)s1 (stereo not given)	4	-5%	14%	4%	4	0%	8%	i	-5%
CCC(CC)C(=O)Nc1cc(C(=O)OC)cc(C(=O)OC)c1	10	-6%	7%	8%	0	22%	8%	i	2%
CCC1(C)Cc2c(sc3c2c(=O)n(C)c2nnc(SCCc4ccccc4)n32)CO1 (stereo not given)	8	/	-15%	5%	7	9%	-11%	i	4%
COc1ccc(CCNC(=O)CC2Nc3ccccc3NC2=O)cc1 (stereo not given)	5	-6%	-9%	6%	14	-3%	-10%	i	-1%
COc1ccccc1C(=O)N(CN1CCCC1=O)c1cccc(Cl)c1	1	/	5%	7%	5	-3%	-2%	i	2%
CCOC(=O)C1=C(CN2CCN(c3ccc(F)cc3)CC2)NC(=O)NC1c1cccs1 (stereo not given)	7	17%	2%	7%	5	-2%	10%	i	-2%
O=C(O)C1CCCCC1C(=O)Nc1ccc2c(c1)OCCO2 (stereo not given)	5	8%	2%	5%	0	3%	-4%	i	-7%
Cc1noc(/C=C/c2ccco2)c1S(=O)(=O)N1CCC(C(=O)NCc2ccco2)CC1	5	12%	3%	6%	9	5%	-6%	i	-3%
CCCCn1c(CCNC(=O)CC)nc2ccccc21	4	/	3%	5%	7	4%	-7%	i	1%
COC(=O)CCc1c(C)c(C#N)c2nc3ccccc3n2c1N1CCCC1	3	4%	-12%	-4%	8	-2%	-10%	i	2%	Spn PMK inh pilot replicates=7.5;Spn MK inh pilot replicates=0.0;Spn DPM-DC inh pilot screen %=2.5
Cc1cc2c(C)nc(-c3ccccc3)nc2o1	7	-3%	-18%	2%	6	2%	-9%	i	3%
CCOC(=O)c1sc(NC(=O)c2ccc(CC)s2)nc1C	0	-5%	5%	8%	3	-4%	1%	/	7%
O=C(Cn1cc2c(n1)CCCCC2)NCc1ccccc1	6	18%	-3%	9%	12	-1%	2%	i	2%
CCC(=O)NC(c1ccccc1)c1nc2ccccc2[nH]1 (stereo not given)	6	13%	3%	6%	8	-10%	-3%	i	9%
Cn1c(=O)oc2cc(S(=O)(=O)NCCC(=O)N3CC=C(c4ccccc4)CC3)ccc21	0	6%	1%	-2%	6	4%	-13%	i	-2%
Cc1oc(-c2ccc(Cl)cc2)nc1CSCC(=O)NCCCN1CCOCC1	2	/	0%	5%	19	4%	-11%	i	-5%

High-throughput results from PubChem BioAssay.
